Screens from PubChem BioAssay.
CRFBP-R2 block: CRF-BP/CRF-R2 complex antagonism; HEK293 CRF-R2/CRF-BP, CRF-induced calcium fluorescence; inhibition, % at 11.8 µM; actives 0.59% (n = 350,000);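 active = inhibition of the ligand-induced calcium signal above about 50% at the single tested concentration, limit read from the data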
M5 ag: CHRM5 agonism in calcium assay; P08912; CHO-K1 hM5 cells, Fluo-8 calcium fluorescence; 0% DMSO wells, 100% maximal acetylcholine response; activation, % at 3 µM; actives 0.19% (n = 360,000);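 active = activation above the run's mean over test compounds plus 3 SD, cut at about 23% in these data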;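 also: signal is peak over basal fluorescence ratio across the kinetic read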
Target sequence (P08912 whole entry, looked up): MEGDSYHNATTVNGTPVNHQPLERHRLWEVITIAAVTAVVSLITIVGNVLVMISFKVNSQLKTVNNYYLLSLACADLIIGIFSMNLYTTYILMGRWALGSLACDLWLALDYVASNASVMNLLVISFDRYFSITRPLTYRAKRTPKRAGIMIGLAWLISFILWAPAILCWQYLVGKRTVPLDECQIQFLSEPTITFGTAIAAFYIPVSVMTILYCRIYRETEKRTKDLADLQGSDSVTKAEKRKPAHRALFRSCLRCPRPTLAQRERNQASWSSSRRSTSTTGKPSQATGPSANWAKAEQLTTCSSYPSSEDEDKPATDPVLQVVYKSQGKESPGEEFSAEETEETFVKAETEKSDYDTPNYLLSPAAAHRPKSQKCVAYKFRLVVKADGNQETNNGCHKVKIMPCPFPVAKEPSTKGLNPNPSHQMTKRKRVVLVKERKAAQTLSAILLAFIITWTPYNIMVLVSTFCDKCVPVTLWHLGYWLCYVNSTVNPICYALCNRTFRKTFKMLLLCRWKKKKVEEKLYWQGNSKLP
TAAR1 ag: agonists of human TAAR1; CHO RD-HGA16 TAAR1, Fluo-8 calcium fluorescence; vehicle wells 0%, saturating PEA agonist 100%; activation, % at 3 µM; actives 0.99% (n = 360,000);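 active = activation above the mean activation of all test compounds in the run plus 3 SD, cut at about 38% in these data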
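Assay system: CHO-derived RD-HGA16 cells with stable Gα16 and human TAAR1; timing: 17-24 h seeding, 75 min 37 °C dye, 30 min RT; read-out: % activation from peak over basal fluorescence ratio, DMSO-to-PEA scaled; measured by: kinetic Fluo-8 calcium fluorescence; benchmarks: low control DMSO, high control PEA (EC100); doses: 3 µM single concentration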
CHRM5 PAM: potentiates acetylcholine response at human M5 receptor; actives 0.3% (n = 360,000); AID 624038; CHO-K1 hM5, Fluo-8 calcium, ACh EC20 PAM; 0% = ACh EC20, 100% = ACh EC100; activation, % at 3 µM; P08912;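 active = activation above the run cutoff, the mean activation of all test compounds plus 3 SD, cut at about 18% in these data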
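Measured by: Fluo-8 calcium fluorescence; material: human M5 receptor in CHO-K1 cells; schedule: Post-acetylcholine fluorescence recording 140 s; benchmarks: low control EC20 acetylcholine (0%), high control EC100 acetylcholine (100%); read-out: Max/basal fluorescence ratio as % of EC20–EC100 ACh window; compound: single dose, 3 µM nominal final test concentration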
CHO-K1 Ca PAM: M1 PAM counterscreen hit in parental CHO-K1 cells. AID 602247. activation, % at 3 µM. ATP EC20, Fluo-8 calcium fluorescence; 0% at ATP EC20, 100% at ATP max. actives 0.02% (n = 360,000);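 active = activation above the run cutoff, the mean activation of all test compounds plus 3 SD, cut at about 40% in these data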;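 also: peak over basal fluorescence ratio in a 140 s read after ATP addition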
CHRM4 PAM: positive allosteric modulators of human muscarinic M4 receptor | CHO-K1 hM4/Gqi5, Fluo-8 calcium fluorescence, ACh EC20; 0% = ACh EC20, 100% = maximal ACh | actives 0.4% (n = 360,000) | P08173 | activation, % at 3 µM;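 active = activation above its plate's cutoff, the mean activation of sample wells plus 3 SD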; also: some results filed as inactive read as strong as hits
Target sequence (P08173 whole entry, looked up): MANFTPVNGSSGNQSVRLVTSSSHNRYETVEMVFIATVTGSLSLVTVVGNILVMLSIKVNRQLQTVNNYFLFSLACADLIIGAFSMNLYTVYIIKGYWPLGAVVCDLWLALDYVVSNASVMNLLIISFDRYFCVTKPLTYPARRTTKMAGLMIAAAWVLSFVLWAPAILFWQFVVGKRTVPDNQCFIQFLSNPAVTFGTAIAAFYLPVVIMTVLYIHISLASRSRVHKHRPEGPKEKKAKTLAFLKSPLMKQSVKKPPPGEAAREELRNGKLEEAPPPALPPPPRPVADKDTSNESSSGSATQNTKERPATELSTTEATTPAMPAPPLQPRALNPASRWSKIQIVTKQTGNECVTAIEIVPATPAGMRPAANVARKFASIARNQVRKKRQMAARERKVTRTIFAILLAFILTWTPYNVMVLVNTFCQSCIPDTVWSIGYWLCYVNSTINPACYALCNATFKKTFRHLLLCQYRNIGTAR
TAAR1 antag: human TAAR1 antagonism. Q96RJ0. AID 624466. inhibition, % at 3 µM. CHO RD-HGA16 TAAR1, Fluo-8 calcium fluorescence, antagonist. actives 1.5% (n = 360,000);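 active = inhibition above a per-plate cutoff, the mean inhibition of test compounds on that plate plus 3 SD, cut at about 49% in these data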;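 also: 0% = DMSO plus EC80 beta-PEA response and 100% = DMSO alone without agonist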
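Test system – hTAAR1-expressing CHO RD-HGA16 cells, Gα16-coupled · Also added – β-PEA at EC80 concentration, post-compound challenge · Compound – 3 µM, single point · Incubation – dye loading 75 min at 37 °C, then 30 min room temperature · Measured by – Fluo-8 intracellular calcium dye fluorescence, real-time kinetic reads · Benchmarks – vehicle and agonist controls · Replicates – singlicate, one well per test compound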
CHRM5 antagonist: antagonists of human muscarinic M5 receptor (CHRM5); P08912; CHO-hM5 cells, Fluo-8 calcium fluorescence, ACh EC80; inhibition, % at 3 µM; AID 624040; actives 0.59% (n = 360,000);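 active = inhibition above a per-plate cutoff, the mean of that plate's test compounds plus 3 SD, cut at about 27% in these data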;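 also: 0% = acetylcholine EC80 with DMSO and 100% = DMSO without agonist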
CRFBP-R2 agonist: agonists of human CRF-binding protein/CRF-R2 receptor complex; AID 588473; actives 0.46% (n = 350,000); activation, % at 13.2 µM; HEK293 CRF-R2/CRF-BP, calcium dye fluorescence (FLIPR); percent of saturating CRF peptide response;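 active = activation of at least 50%, plus an integration ratio under a set limit after plate pattern correction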;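 also: plate controls were neutral control wells without compound for no effect and CRF at EC100 for full effect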
* = called active by the depositor; nt = no result given.

SMILES	CRFBP-R2 block	M5 ag	TAAR1 ag	CHRM5 PAM	CHO-K1 Ca PAM	CHRM4 PAM	TAAR1 antag	CHRM5 antagonist	CRFBP-R2 agonist
COc1cc(-c2nnc(COC(=O)C3c4ccccc4Oc4ccccc43)o2)cc(OC)c1OC	0	-9	6	-38	1	-5	40	7	1.1
Cc1cccc(-n2c(C)cc(C=C(C#N)C#N)c2C)c1	30	-2	-2	-2	4	-7	-8	-9	-0.8
O=C(NCC(c1ccco1)N1CCCC1)c1cc(S(=O)(=O)N2CCOCC2)ccc1Cl (stereo not drawn)	-3	-3	0	7	-20	-6	9	2	-1.1
c1ccc2c(-c3nc(C4CCCCC4)no3)cc(-c3ccncc3)nc2c1	-25	0	nt	1	19	5	nt	-1	-0.1
COc1ccc(-c2csc(N3CCN(C(=O)c4ccccc4)CC3)n2)cc1	-19	3	16	-6	16	-13	40	3	-0.4
O=C(CSc1nccn1-c1ccc(F)cc1)NCc1ccc(F)cc1	-6	0	2	-11	4	-10	-30	14	3.2
COC(=O)c1sc(N)nc1CCNC(=O)OC(C)(C)C	nt	3	1	4	nt	1	-25	0	nt
O=C(CCNC(=O)c1ccc(Cl)cc1)Nc1cccc(S(=O)(=O)N2CCCCC2)c1	-2	-3	1	-7	21	-2	-13	8	0.5
FC(F)(F)c1ccccc1-n1c(CN2CCCCC2)n[nH]c1=S	5	-4	0	2	22	16	-19	4	-3.5
O=C(O)c1ccccc1Nc1ccccc1	3	0	0	-3	23	-1	-26	2	-1.2
COc1ccc(C(=O)/C(=C\N(C)C)n2nc(C)cc2C)cc1	-15	1	3	-7	11	-1	4	9	1.0
Cc1nn(C(C)C(=O)Nc2sc3c(c2C#N)CCCC3)c(C)c1[N+](=O)[O-] (stereo not drawn)	29	1	17	-2	14	-5	-25	7	6.8
CCOCCCNC(=O)/C=C1\Sc2ccccc2N(Cc2ccccc2F)C1=O	30	-6	7	-7	0	-17	13	8	0.4
CCCCN(CC)C(=O)c1ccc2c(c1)OCO2	6	0	0	1	9	-1	1	3	-2.3
C/C(=N\Nc1nc2ccccc2[nH]1)c1ccc(C)o1	5	1	1	-13	15	2	16	12	0.4
Cc1c(C(=O)N/N=C/c2ccncc2)nnn1-c1nonc1N	2	5	1	-2	7	6	-4	5	-0.8
CCOC(=O)CCc1c(C)nc(-n2[nH]c(C)c(CCO)c2=O)[nH]c1=O	1	-3	3	7	25	8	2	1	1.4
Clc1cccc(Cl)c1-c1nnc2ccc(N3CCOCC3)nn12	15	-1	4	1	8	-4	-13	-3	-3.9
Cc1ccc(NC(=O)C2CCCN(S(=O)(=O)c3cnc[nH]3)C2)c(Br)c1 (stereo not drawn)	14	3	0	-3	23	9	-7	3	-1.2
COc1cc(O)c(C(CC(=O)N2CCCC2)c2ccc3c(c2)OCO3)c(OC)c1 (stereo not drawn)	3	-2	3	3	-2	9	3	6	-0.5
O=C(CCCN1C(=O)c2cccc3cccc(c23)C1=O)OCC(=O)N1CCCCC1	-6	1	5	-4	14	1	-34	1	-1.8
NC(=O)Cn1cc(C(=O)c2cccs2)c2ccccc21	6	0	12	-6	-7	2	20	2	0.8
Cc1ccnc(SC2CC(=O)N(c3ccc(Cl)cc3)C2=O)n1 (stereo not drawn)	22	-1	3	15	8	1	-4	-5	-0.5
CC(=O)c1ccccc1OCc1ccc(S(=O)(=O)Cc2ccccc2)cc1	-3	8	12	-12	4	-10	74*	2	-0.8
O=C(c1cc(C2CC2)nn1-c1ccccc1)N1CCN(S(=O)(=O)c2ccccc2)CC1	18	-7	-1	3	3	6	5	-1	1.3

The results go on.
SMILES	CRFBP-R2 block	M5 ag	TAAR1 ag	CHRM5 PAM	CHO-K1 Ca PAM	CHRM4 PAM	TAAR1 antag	CHRM5 antagonist	CRFBP-R2 agonist
CCOC(=O)c1csc(NC(=O)CSc2nnc(C3CC3)n2C)n1	5	0	5	4	3	12	3	0	-0.2
c1ccc(-c2cnc(-c3ccccn3)nn2)cc1	6	3	6	5	-1	-6	9	7	-2.9
CC1CCN(C(=O)C2Cc3ccccc3CN2S(=O)(=O)c2ccc(F)cc2)CC1 (stereo not drawn)	2	-1	-4	1	13	1	-8	0	-3.0
CC(C)(C)N(Cc1ccccc1)C(=O)COC(=O)CSc1ccc([N+](=O)[O-])cc1	8	0	6	-6	4	2	67*	2	4.8
Cc1n[nH]c(=S)n1/N=C/c1ccccc1OCc1ccc(Cl)cc1Cl	9	-4	-1	-11	-6	-5	-23	18	0.7
CSc1nc2ccc(S(=O)(=O)N3CCCC3)cc2s1	-1	0	3	4	-4	-1	0	-2	-1.3
COC(=O)c1cn(NC(=O)/C=C/c2ccc(OC)c(OC)c2)c(=O)c2ccccc12	14	-2	6	-7	14	0	-6	5	0.2
COc1ccc(C(=O)CN2C(=O)C(C)(C)Oc3ccc(C(=O)N4CCCCCC4)cc32)cc1	11	-8	5	-7	15	-3	22	3	-1.0
Cc1cc(C)n(-c2ccc(C(=O)O)cc2)n1	-5	-4	6	5	25	13	-12	2	-0.2
CCN(CC(=O)Nc1ccc(NC(C)=O)cc1)C(=O)c1cc(C)on1	13	-1	0	10	-5	5	-8	-4	-0.6
O=C(NC(=S)Nc1nc(-c2ccc(Br)cc2)cs1)c1ccco1	0	1	5	2	15	2	4	-14	-2.4
Cc1ccc(S(=O)(=O)NCCN=C(CN2CCCC2)NS(=O)(=O)c2ccc(C)cc2)cc1	1	-4	2	0	0	0	-7	-2	-1.1
CN(CCC#N)C(=O)COC(=O)/C=C/c1ccc2c(c1)OCO2	-5	-1	0	-6	2	-11	-16	9	1.5
COCCn1c(=O)sc2ccccc2c1=O	-14	0	2	0	21	12	8	-1	-0.8
CC(C/C=N/NC(=O)COc1cc(Cl)ccc1Cl)c1ccccc1 (stereo not drawn)	-10	1	13	4	0	-7	23	-12	2.6
CC(=O)Nc1ccc(S(=O)(=O)NCCC(=O)NNC(=O)c2ccccc2O)cc1	-17	7	1	0	14	1	3	0	0.4
COc1ccc(Nc2ncnc3ccc(Br)cc23)cc1OC	-2	-2	nt	-5	1	4	nt	-5	-0.7
CCOc1ccccc1OCCOc1ccccc1OC(C)C	20	-3	13	-2	4	4	8	9	-2.2
O=C(NCc1cccnc1)C(=O)Nc1nc(-c2ccccc2)cs1	4	2	5	9	7	3	-31	6	-1.8
COc1ccc(/C=C(\C#N)C(=O)NC(C)c2ccccc2)cc1O (stereo not drawn)	-37	9	23	5	14	2	9	0	-0.6
COc1ccc(N2CCN(c3nccs3)CC2)cc1	12	0	4	0	4	-2	-7	-2	-2.2
CC(C)CN1C=C2C(=O)C(C)(OC(=O)C3CCCC3)C(=O)C=C2C=C1c1ccsc1 (stereo not drawn)	-7	-1	5	1	-2	-5	-5	3	2.0
NC(=O)CSc1nnc(-c2cccnc2)n1Cc1ccccc1	-17	-1	15	0	17	-6	-4	4	0.5
CC[C@H]1C(O)C[C@H]2CCN3C(=O)CCC[C@H]1[C@H]23 (stereo partly drawn)	-4	0	1	5	16	-2	4	-10	-4.7
COc1ccc(N2C(=NC(=O)CC3CCCCC3)SC3CS(=O)(=O)CC32)cc1 (stereo not drawn)	-9	-1	0	7	9	11	-2	-19	3.6

Structural class: the entries above with a COOH group
SMILES	CRFBP-R2 block	M5 ag	TAAR1 ag	CHRM5 PAM	CHO-K1 Ca PAM	CHRM4 PAM	TAAR1 antag	CHRM5 antagonist	CRFBP-R2 agonist
O=C(O)c1ccccc1Nc1ccccc1	3	0	0	-3	23	-1	-26	2	-1.2
Cc1cc(C)n(-c2ccc(C(=O)O)cc2)n1	-5	-4	6	5	25	13	-12	2	-0.2

(list continues)
SMILES	CRFBP-R2 block	M5 ag	TAAR1 ag	CHRM5 PAM	CHO-K1 Ca PAM	CHRM4 PAM	TAAR1 antag	CHRM5 antagonist	CRFBP-R2 agonist
COc1ccc(-n2nc([N+](=O)[O-])c(=NC3CCN(Cc4ccccc4)CC3)n2O)cc1	-2	-9	4	-3	20	-18	4	1	1.6
CCOc1ccc(-c2cc(CCCC(=O)NCCc3ccc(OC)c(OC)c3OC)no2)cc1	4	-2	7	-7	16	22	16	5	-2.4
O=C(Nc1ccc2ccccc2c1)C(c1ccc(C(F)(F)F)cc1)n1c(=O)c(-c2cc3ccccc3[nH]2)nc2ccccc21 (stereo not drawn)	nt	2	1	1	nt	2	-10	-1	nt
CC(=O)N1CCN(c2ccc(NS(=O)(=O)c3ccc(C)cc3)cc2)CC1	7	0	0	-5	-2	8	-9	1	1.2
O=C(c1cccc(NS(=O)(=O)c2ccc(Br)cc2)c1)N1CCCCC1	2	2	5	-4	19	0	-21	-3	-0.6
O=C(CCl)NC1CCCc2ccccc21 (stereo not drawn)	4	3	1	-6	-12	-3	-20	13	0.4
CC(C)CN(C(=O)CN(C)C(=O)Cc1c(F)cccc1Cl)c1c(N)n(CC(C)C)c(=O)[nH]c1=O	2	0	1	0	10	4	7	7	-3.8
CC(C)(Cc1cccc(CC(C)(C)C(=O)O)c1)C(=O)O	-4	2	3	11	-16	20	6	-6	0.8
COC(=O)c1cc(S(=O)(=O)NCC2CCN(Cc3ccc(F)cc3)CC2)cn1C	5	-5	-1	9	-7	-2	-2	-14	-0.7
CCOCCCNC(=O)C(c1ccc(Cl)cc1)N(Cc1cccs1)C(=O)CNC(C)=O (stereo not drawn)	37	0	1	2	20	12	-10	-2	-1.5
O=C(Nc1ccc2c(c1)OCCO2)C1CC(O)CN1C(=O)Nc1ccccc1 (stereo not drawn)	-3	-1	-5	6	21	5	6	-8	0.1
COc1ccccc1-n1nnnc1SCc1ccccc1	-18	-9	7	-4	1	-4	14	-3	3.1
Cc1ccc(F)c(S(=O)(=O)NC(=O)C2(C)CCN2C(=O)Cc2cc(F)ccc2F)c1 (stereo not drawn)	nt	0	1	-2	-7	-1	-11	-13	nt
Cc1cccc2c1c1ccc3c(c1n2C)C(=O)C=CC3=O	-31	-3	2	3	11	3	-14	0	-2.5
Cc1cccc(N2C(=O)C(O)=C(C(=O)c3cccs3)C2c2ccccc2)n1 (stereo not drawn)	5	1	8	7	7	12	-24	2	-1.2

A draw from above in order of number of heavy atoms, descending:
SMILES	CRFBP-R2 block	M5 ag	TAAR1 ag	CHRM5 PAM	CHO-K1 Ca PAM	CHRM4 PAM	TAAR1 antag	CHRM5 antagonist	CRFBP-R2 agonist
COc1ccc(C(=O)CN2C(=O)C(C)(C)Oc3ccc(C(=O)N4CCCCCC4)cc32)cc1	11	-8	5	-7	15	-3	22	3	-1.0
COc1ccc(-c2csc(N3CCN(C(=O)c4ccccc4)CC3)n2)cc1	-19	3	16	-6	16	-13	40	3	-0.4
COc1ccc(Nc2ncnc3ccc(Br)cc23)cc1OC	-2	-2	nt	-5	1	4	nt	-5	-0.7
Cc1cccc(-n2c(C)cc(C=C(C#N)C#N)c2C)c1	30	-2	-2	-2	4	-7	-8	-9	-0.8
